High-throughput results (PubChem)
PTAP TSG101 blk: blocks PTAP/TSG101 interaction to inhibit HIV-1 budding. Fluorescence polarization, FITC-PTAP peptide / Tsg101 binding. 340,000 tested, under 10 active. Potency, µM (highest dose often 115 µM), for inactives: top-dose activity change, negative = inhibition, usual class: inhibitors. Q99816; active = well fitted inhibition curve with a large enough effect in the main read-out, with a control signal flat, not every such curve was filed as active; inconclusive = small, poorly fitted or top-dose-only effect, or effect the other way, or a change in a side signal; inactive = no such curve, though single readings can be large or run the other way; also: potency is read from the fitted curve at half-maximal effect; % of control where 0% means no effect
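Steps: Tsg101 binding domain dispensed (10 uM final), compounds pinned in DMSO, FITC-labeled PTAP-motif peptide added (50 nM final); after 20 min binding at room temperature, polarization measured.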
a7 integrin act: integrin-mediated muscular dystrophy alleviation activation; alpha7betagal myoblasts, beta-gal FDG fluorescence, 48 h; Potency, µM (highest dose often 38.3 µM), inactives show at the top dose activation, actives largely listed as activators; hit rate 0.064% among 350,000; AID 624291;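 also: potency is read from the fitted curve at half-maximal effect; 100% = response of the positive control SU9516; nearly all actives have a fitted effect of over 60% in size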
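alpha7betagal+/- myoblasts (passage 13, 250/well) treated 48 h at 37C with compounds at 1:260 dilution of DMSO stock. Lysed, then beta-galactosidase activity read as FDG fluorescence (ex 480/em 540) after 30 min, with pre-read for autofluorescence.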
USP2a block: blocks human ubiquitin-specific protease USP2a; O75604; USP2 core, Ub-CHOP2 coupled fluorogenic reporter, 485/531; Potency, µM (series often up to 38.3 µM), inactives show top-dose activity change, negative = inhibition, most hits filed as inhibitors; hit rate 0.01% among 330,000;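 also: potency is read from the fitted curve at half-maximal effect; plate controls were DMSO wells for no effect and full inhibition by NEM control for full effect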
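USP2 core (10nM final) preincubated 30min RT with compound in 20mM Tris-HCl pH 8.0, 2mM CaCl2, 2mM beta-mercaptoethanol, 0.05% CHAPS; 25nM Ub-CHOP2 plus 25nM reporter substrate added, fluorescence (Ex485/Em531) read after 60min.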
BRCA1 expr act: activators of BRCA1 expression; AID 624202; Potency, µM (doses to about 46.1 µM), inactives show at the highest dose activation, actives largely listed as activators; MCF7-BRCA1-FFLuc reporter, luminescence, 48 h; response scale: scaled: vehicle 0%, 10 µM genistein 100%; hit rate 1.1% among 380,000; also: potency is read from the fitted curve at half-maximal effect; nearly all actives have a fitted effect of over 80% in size; some results filed as inactive show a strong effect at the top dose
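First, MCF7-BRCA1-FFLuc cells (2000/well) attach for 2 h; next, compounds are pin-added and incubated 48 h at 37 °C; finally, luciferase reagent is added and luminescence read after 15 min.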
ASM inhibitor: blocks human secretory acid sphingomyelinase | hit rate 0.006% among 340,000 | placental ASM, HMU-PC fluorogenic substrate, 60 min | Potency, µM (top dose mostly 57.5 µM), for the others: at the highest dose activity change, negative = inhibition, usual class: inhibitors | AID 504937; also: potency is read from the fitted curve at half-maximal effect
Target sequence (P17405 47-631 limits assumed): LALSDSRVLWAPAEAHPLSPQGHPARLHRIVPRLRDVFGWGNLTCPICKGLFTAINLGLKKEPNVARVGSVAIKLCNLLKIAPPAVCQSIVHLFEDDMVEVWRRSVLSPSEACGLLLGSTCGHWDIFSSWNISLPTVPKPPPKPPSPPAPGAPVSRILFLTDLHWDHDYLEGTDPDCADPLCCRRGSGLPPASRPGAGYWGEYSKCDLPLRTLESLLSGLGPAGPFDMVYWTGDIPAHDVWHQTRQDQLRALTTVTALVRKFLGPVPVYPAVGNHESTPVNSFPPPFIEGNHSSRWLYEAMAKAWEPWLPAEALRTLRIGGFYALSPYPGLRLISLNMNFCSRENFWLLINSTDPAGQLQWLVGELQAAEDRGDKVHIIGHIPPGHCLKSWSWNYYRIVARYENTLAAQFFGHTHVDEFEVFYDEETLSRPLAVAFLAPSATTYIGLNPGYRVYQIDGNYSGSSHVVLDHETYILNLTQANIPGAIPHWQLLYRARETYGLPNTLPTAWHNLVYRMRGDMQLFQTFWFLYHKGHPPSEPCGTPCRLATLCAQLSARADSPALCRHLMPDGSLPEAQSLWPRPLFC
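qHTS format. ASM enzyme prepared from human placenta hydrolyses the fluorogenic substrate HMU-PC0 (9 uM final) over 60 min at 37 °C after a 10 min compound preincubation.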
TRPV1 agonist: activates the human vanilloid receptor TRPV1 | activation, % at 8.33 µM | TRPV1-expressing cells, Fluo-8 calcium influx, agonist mode | AID 540275 | hit rate 0.19% among 320,000 | Q8NER1; in the data active = activation above about 80%; inconclusive = between about 30% and that limit; also: 0% is about no effect
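TRPV1-expressing cells were cultured overnight at 35.5C and loaded with Fluo-8 calcium dye for 40 to 90 min at room temperature. After a 10 s baseline, compound was added and calcium influx was read kinetically for 3 min (ex 480/em 520 nm).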
uPA generation: cell surface uPA generation inhibition; hit rate 0.31% among 330,000; Potency, µM (doses to about 38.3 µM), for the others: at the top dose activity change, negative = inhibition, usual class: inhibitors; AID 540303; cell surface uPA generation assay, qHTS; active = well fitted inhibition curve with a large enough effect; inconclusive = small, poorly fitted or top-dose-only effect; inactive = no such curve, though single readings can be large or run the other way; tested in mouse RAW 264.7 cells; also: potency is read from the fitted curve at half-maximal effect; % is scaled to controls: 0 for no effect and ±100 for the full control effect; nearly all actives have a fitted effect of over 55% in size
ELG1 genotox: inducers of genotoxicity in HEK293T ELG1-luciferase cells; HEK293T ELG1-luciferase reporter, luminescence, 16 h; Potency, µM (highest dose often 46 µM), for inactives: at the highest dose activity change, positive = activation, hits mostly activators; hit rate 1.3% among 330,000; AID 504466; also: potency is read from the fitted curve at half-maximal effect; % of control where 0% means no effect; nearly all actives have a fitted effect of over 60% in size
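HEK293T cells expressing luciferase-tagged ELG1 were treated with compound or DMSO for 16 hr at 37°C. Luciferase activity was then read after 30 min with ONE-Glo at room temperature; rising signal flags genetic stress.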
p53 reactivator: restores transcriptional activity of mutant p53. hit rate 0.063% among 320,000. H1299 p53-A138V BP100-luciferase reporter, luminescence, 24 h. Potency, µM (highest dose often 92.2 µM), without a hit: top-dose activity change, positive = activation, most hits filed as activators; also: potency is read from the fitted curve at half-maximal effect; % of control where 0% means no effect; nearly all actives have a fitted effect of over 45% in size
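p53-null H1299 cells stably carrying temperature-sensitive p53-A138V and a BP100-luciferase reporter were pinned with compounds (4-point, 1:5 series) and held 24 hrs at 37 deg C. Luminescence was read 10 min after detection reagent.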
B2AR arrestin: recruits beta-arrestin to the human beta2-adrenergic receptor. P07550. beta-arrestin recruitment to beta2AR, cell-based reporter. Potency, µM (top dose mostly 46.1 µM), for inactives: at the highest dose activation, actives largely listed as activators. hit rate 0.02% among 330,000;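 also: potency is read from the fitted curve at half-maximal effect; 0% = DMSO controls and full agonism = EC100 isoproterenol or metaproterenol; nearly all actives have a fitted effect of over 65% in size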
Target sequence (P07550 whole entry, looked up): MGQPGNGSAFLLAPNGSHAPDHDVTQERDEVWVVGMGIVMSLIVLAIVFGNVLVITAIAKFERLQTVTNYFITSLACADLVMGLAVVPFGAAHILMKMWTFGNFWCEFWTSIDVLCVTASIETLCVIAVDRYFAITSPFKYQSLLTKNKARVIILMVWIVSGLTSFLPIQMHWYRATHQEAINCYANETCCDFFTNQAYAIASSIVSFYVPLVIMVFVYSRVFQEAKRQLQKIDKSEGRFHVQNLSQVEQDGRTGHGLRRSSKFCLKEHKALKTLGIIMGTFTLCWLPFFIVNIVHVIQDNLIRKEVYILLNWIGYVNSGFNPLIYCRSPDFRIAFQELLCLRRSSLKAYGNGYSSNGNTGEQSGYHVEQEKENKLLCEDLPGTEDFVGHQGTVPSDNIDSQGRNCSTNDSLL
Eya2 inh: blocks the phosphatase activity of human Eya2 | O00167 | recombinant Eya2, OMFP fluorescence dephosphorylation (OMFP is methylfluorescein phosphate) | Potency, µM (titrated, usually from 76.9 µM), without a hit: top-dose activity, negative = inhibition, most hits filed as inhibitors | hit rate 0.006% among 330,000; also: potency is read from the fitted curve at half-maximal effect; % is scaled to controls: 0 for no effect and ±100 for the full control effect
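Eya2 protein (added as 0.2 uM solution) was preincubated with compound for 10 min at ambient temperature in 50 mM HEPES pH 7.5, 50 mM NaCl, 5 uM MgCl2, 0.05% BSA, 1 mM DTT. OMFP (added at 50 uM) then reacted 10 min; fluorescence read at 485/525 nm.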
Active calls of the source: *; ? = inconclusive; nt = not tested or not shown; & = joins results of further samples; [ ] = remark or other dose. Unless noted, calls follow the shape of the dose curve; as a rule, active = well fitted curve in the direction sought with a large enough effect; inconclusive = small, poorly fitted or top-dose-only effect, or another doubt; inactive = no such curve, though single readings can be large; an effect the other way counts as inactive or inconclusive.

1) C=CCNC(NC(=O)c1ccccc1)(C(=O)OCC)C(F)(F)F (stereo not given)
2) N#Cc1ccc(NC(=S)Nc2ccccc2)cc1
3) Cc1ccc(S(=O)(=O)N2CCN(C(=O)Cn3c(=O)cnc4ccccc43)CC2)cc1
4) Cc1cc(NC(=O)C2CC(c3ccc(Cl)cc3)=NO2)no1 (stereo not given)
5) CN(C)CCCN(C(=O)CCOc1ccccc1)c1nc2c(F)cccc2s1
6) O=C(NCC(=O)N1CC(O)CC1C(=O)N1CCCC1C(=O)OCc1ccccc1)OCc1ccccc1 (stereo not given)

| assay / entry | 1 | 2 | 3 | 4 | 5 | 6 |
| --- | --- | --- | --- | --- | --- | --- |
| PTAP TSG101 blk | 1% | -4% | -7% | -1% | -4% | 1% |
| a7 integrin act | -31% | 9% | -1% | 25% | -66%[inhibitor] | -14% |
| USP2a block | 2% | 2% | 4% | 2% | -2% | -1% |
| BRCA1 expr act | -1% | 11% | 2% | 0% | -60% | -30% |
| ASM inhibitor | 3% | 2% | 3% | 1% | 1% | -2% |
| TRPV1 agonist | 2 | 0 | 4 | 2 | 9 | 3 |
| uPA generation | 1% | -2% | -3% | -1% | ? | -6% |
| ELG1 genotox | 6% | -2% | -1% | -1% | -10% | 3% |
| p53 reactivator | 8% | -1% | -2% | -6% | -16% | -4% |
| B2AR arrestin | -0.9% | -0.2% | -0.1% | 0.1% | -0.1% | 0.4% |
| Eya2 inh | -4% | -6% | 5% | -35% | -18% | 4% |

7) CC(C)CN1C(=O)NC2(CCCc3ccccc32)C1=O (stereo not given)
8) COc1ccc(S(=O)(=O)NCCNC(=O)N2CCOCC2)cc1
9) COc1cc(=O)n(C)c2c(OCC3OC(C)(C)OC3(C)C)cccc12 (stereo not given)
10) COc1ccc2nc(NC(=O)C3CCCN(S(=O)(=O)c4c(C)noc4C)C3)sc2c1 (stereo not given)
11) CC(=O)Nc1ccc(S(=O)(=O)NCC(=O)OCC(=O)NCc2ccco2)cc1
12) CCCCCc1c(C)nc(N2CCc3ccccc3C2)[nH]c1=O

| assay / entry | 7 | 8 | 9 | 10 | 11 | 12 |
| --- | --- | --- | --- | --- | --- | --- |
| PTAP TSG101 blk | -5% | -7% | 1% | -2% | -2% | -1% |
| a7 integrin act | 27% | -11% | 20% | -2% | -15% | 13% |
| USP2a block | 5% | 1% | 3% | 2% | 3% | 0% |
| BRCA1 expr act | 5% | 2% | 6% | -26% | 1% | 16% |
| ASM inhibitor | 0% | 4% | -1% | -23% | 3% | 3% |
| TRPV1 agonist | 1 | 1 | 12 | 2 | -2 | 14 |
| uPA generation | 2% | 5% | 3% | 9% | 2% | -4% |
| ELG1 genotox | 8% | 2% | -7% | 5% | 0% | 3% |
| p53 reactivator | -3% | 19% | 4% | -2% | 3% | ? |
| B2AR arrestin | 0.0% | 0.3% | -0.1% | -0.3% | -0.1% | 0.1% |
| Eya2 inh | 3% | 5% | -5% | -17% | 6% | -1% |

13) Cc1c(S(=O)(=O)Nc2ccc3c(c2)OCCO3)c(=O)n(C)c(=O)n1C
14) Cc1ccccc1C(=O)NC(=S)NCc1ccccc1
15) C#CC(=O)N(c1ccc(OC)c(OC)c1)C(C(=O)NC1CCCC1)c1cccs1 (stereo not given)
16) CCOC(=O)C1CCCN(C/C(O)=C(\C#N)c2nc(-c3ccc(Cl)cc3)cs2)C1 (stereo not given)
17) CC(=O)Nn1cc2c(c1-c1ccccc1)c(=O)n(C)c(=O)n2C
18) Cc1ccc(C(=O)Nc2ccc(NC(=O)c3cccs3)cc2)c(C)c1

| assay / entry | 13 | 14 | 15 | 16 | 17 | 18 |
| --- | --- | --- | --- | --- | --- | --- |
| PTAP TSG101 blk | -2% | -4% | 0% | -8% | -7% | -1% |
| a7 integrin act | 5% | 7% | ? | -7% | 15% | -19% |
| USP2a block | 5% | -1% | -1% | -1% | 1% | -1% |
| BRCA1 expr act | -5% | 36% | -24% | -3% | -17% | -58% |
| ASM inhibitor | 5% | -2% | -2% | -1% | -3% | -2% |
| TRPV1 agonist | nt | 20 | 0 | 0 | 5 | 5 |
| uPA generation | -14% | 3% | -16% | -5% | nt | -2% |
| ELG1 genotox | -1% | 3% | -1% | -6% | 2% | 12% |
| p53 reactivator | 5% | nt | -23% | -1% | 1% | -6% |
| B2AR arrestin | -0.5% | -0.4% | 0.4% | -0.3% | 0.1% | -0.6% |
| Eya2 inh | 16% | 1% | -6% | 2% | -2% | 13% |

19) COCCCN(C(=O)C1CCCCC1)c1c(N)n(Cc2ccccc2)c(=O)[nH]c1=O
20) Cc1sc(-c2ccccn2)nc1OC(=O)c1ccc(Cl)c(Cl)c1
21) O=C(Cc1ccccc1)N/N=C/C=C/c1cccc([N+](=O)[O-])c1
22) Cn1c(=O)c(NC(=O)c2ccccc2)c2n(c1=S)CCCCC2
23) CCCNC(=O)C(Cc1ccc(Cl)cc1)NC(=O)c1ccc(C#N)cc1 (stereo not given)
24) COC(=O)c1ccc(-c2cc(C(=O)O)c3cc4c(cc3n2)OCCO4)cc1

| assay / entry | 19 | 20 | 21 | 22 | 23 | 24 |
| --- | --- | --- | --- | --- | --- | --- |
| PTAP TSG101 blk | -3% | 0% | -8% | -1% | 0% | -2% |
| a7 integrin act | -19% | -15% | 6% | -7% | 6% | -6% |
| USP2a block | -3% | 0% | -1% | 0% | 1% | -1% |
| BRCA1 expr act | -4% | 2% | 17% | 14% | -13% | 34% |
| ASM inhibitor | 4% | -4% | 1% | 0% | -2% | nt |
| TRPV1 agonist | nt | 0 | 2 | 5 | 12 | -1 |
| uPA generation | 4% | nt | 3% | 0% | 7% | -7% |
| ELG1 genotox | 1% | 3% | -1% | 1% | 0% | ? |
| p53 reactivator | -1% | 7% | 1% | -11% | 2% | 6% |
| B2AR arrestin | 0.2% | 0.1% | -2.9% | -0.4% | 0.2% | 0.1% |
| Eya2 inh | 5% | -2% | 4% | -29% | 1% | 8% |

25) COc1ccc(CN(C(=O)CN2C(=O)c3ccccc3S2(=O)=O)C(C(=O)NCC2CCCO2)c2ccncc2)cc1 (stereo not given)
26) CC(=O)N(/N=C/c1ccc([N+](=O)[O-])o1)c1nc2ccccc2c(=O)n1-c1ccccc1
27) C[N+]1(C2CCC3CCCC2C3O)CCCC1 (stereo not given)
28) Cn1cc(CNCc2ccc(-n3cccn3)cc2)c(-c2ccccc2F)n1
29) CN(C)C(=O)Oc1cccc([N+](C)(C)C)c1
30) COc1cc(NC(=S)N2CCN(C)CC2)c(OC)cc1Cl

| assay / entry | 25 | 26 | 27 | 28 | 29 | 30 |
| --- | --- | --- | --- | --- | --- | --- |
| PTAP TSG101 blk | 0% | -1% | 5% | -1% | -3%&-2% | -1% |
| a7 integrin act | 1% | -1% | -19% | -62%[inhibitor] | nt | ? |
| USP2a block | 1% | 9% | 0% | 0% | 3%&-2% | 0% |
| BRCA1 expr act | 2% | -28% | -28% | -23% | 13%&4% | -1% |
| ASM inhibitor | -1% | 1% | nt | 4% | 6%&2% | -1% |
| TRPV1 agonist | 2 | -2 | 1 | 0 | 1&5 | -1 |
| uPA generation | -2% | ? | -1% | -1% | -7%&3% | ? |
| ELG1 genotox | 2% | 12% | 2% | -8% | 4%&2% | -1% |
| p53 reactivator | -3% | 2% | 6% | -3% | -4%&2% | 11% |
| B2AR arrestin | -0.8% | 0.6% | 0.6% | 0.5% | -0.6%&-1.2% | -0.3% |
| Eya2 inh | 1% | -21% | -3% | 8% | 2%&8%&3% | -5% |

31) CN1OC[C@@H]2CN[C@H](c3cccc(-c4ccccc4)c3)C[C@@H]21
32) COc1ccc(Cc2nnc(NC(=O)Nc3ccccc3F)s2)cc1
33) COC(=O)[C@@H](NC(=O)N1CCC(C)CC1)C(C)C
34) Cc1cc2ncc(S(=O)(=O)C(C)(C)C)c(N)n2n1
35) CC(=O)OC(C(=O)NCc1ccco1)c1ccncc1 (stereo not given)

| assay / entry | 31 | 32 | 33 | 34 | 35 |
| --- | --- | --- | --- | --- | --- |
| PTAP TSG101 blk | -4% | 0% | -4% | -3% | -5% |
| a7 integrin act | 22% | 16% | ? | -30% | -8% |
| USP2a block | nt | 0% | 0% | 3% | 1% |
| BRCA1 expr act | 15% | 1% | 0% | 0% | -1% |
| ASM inhibitor | 1% | -3% | 1% | 4% | 4% |
| TRPV1 agonist | nt | -1 | -2 | 3 | -2 |
| uPA generation | -12% | -11% | 1% | 2% | 1% |
| ELG1 genotox | nt | 13% | 0% | 0% | 0% |
| p53 reactivator | nt | nt | 1% | -2% | 2% |
| B2AR arrestin | nt | -0.2% | -0.8% | -0.1% | -0.2% |
| Eya2 inh | nt | 12% | -6% | 4% | 10% |
